High-throughput results deposited in PubChem by several laboratories.
PKA-R1A act = activators of PKA-R1A holoenzyme, primary screen, biochemical, fluorescence polarization, Cy5-IP20, bovine R1A, mouse PKAc; cAMP-dependent protein kinase type I-alpha regulatory subunit (Bos taurus) + …; PKA-R1A dissociation; scaled: DMSO 0%, 113 µM cGMP 100%; activation, % at 11.4 µM; hit rate 0.083% among 340,000; AID 504707, 2011;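 active = percent activation above the mean of all tested compounds plus 3 SD, cut at about 19% in these data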;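 note: higher means more PKAc released from R1A so a rise in polarization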
Mot1-301 SUMO = yeast Mot1-301 growth rescue at high temperature, primary screen, SUMOylation pathway inhibitor project, S. cerevisiae, ATP luminescence, 38.5C; S. cerevisiae Mot1-301 growth rescue; percent above DMSO median, 100 means doubled; growth rescue, % at 18.8 µM; hit rate 1% among 320,000;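 active = every valid replicate shows activation above 250% relative to neutral control wells; inactive = the rest, any valid replicate at or below 250%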;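 note: OY570 slx delta 5 strain wells were the positive control but not used for scaling; some compounds called inactive have numbers as strong as hits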
Tat export inh = E. coli Tat export inhibitors, primary screen, MC4100, TorA-mCherry reporter, fluorescence, single point; hit rate 0.036% among 340,000; AID 488895, 2010; inhibition, % at 10 µM;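 active = mean replicate inhibition at least 50% and at least half of replicates individually reaching 50%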;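 note: exported cargo escapes ClpAP degradation while cytoplasmic cargo is degraded and loses fluorescence; 0% = median of neutral control wells and 100% = median of NaSCN control wells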
E coli growth = E. coli V3065 growth inhibition, primary screen, counter-screen for AddAB inhibitor project, absorbance, OD600 | 18 h | inhibition, % at 11.9 µM | hit rate 0.27% among 330,000 | AID 449728, 2010;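 active = inhibition above the campaign's mean inhibition across all tested compounds plus 3 SD, cut at about 9.9% in these data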;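 note: uninfected addAB+ strain grown without phage in ampicillin broth; 0% = DMSO wells and 100% = ciprofloxacin 0.95 µg/ml wells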
AddAB inh = growth inhibition of E. coli expressing H. pylori AddAB, primary screen, AddAB inhibitor project, absorbance | inhibition, % at 11.9 µM | hit rate 0.29% among 330,000; in the data active = inhibition above about 12%;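 note: 0% = vehicle wells of infected cells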
PfHsp90 set2 = growth inhibition of PfHsp90-expressing yeast, primary screen, antimalarial PfHsp90 inhibitor project, S. cerevisiae, BacTiter-Glo luminescence, single point, set 2 | BacTiter-Glo ATP, 48 h; yeast lacking PDR1 and PDR3 efflux regulators | inhibition, % at 9.4 µM | hit rate 0.32% among 310,000 | AID 504621, 2011;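 active = every replicate shows inhibition above about 80%, whatever the replicate mean, limit read from the data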;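 note: 0% = DMSO neutral controls and 100% = 20 µM radicicol positive controls; yeast relying on Plasmodium falciparum Hsp90 in place of its own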
phage Ecoli inh = growth loss of phage-infected E. coli, primary screen, RecBCD inhibitor project, absorbance, with phage, HTS; inhibition, % at 11.9 µM; hit rate 0.26% among 360,000; in the data active = inhibition above about 11%
Arrestin-AP2 inh = inhibitors of beta-arrestin/AP2 binding, primary screen, biochemical, GPCR trafficking, flow cytometry. hit rate 0.31% among 340,000. beta-arrestin 1 C-terminal peptide binding to AP2 beta2-adaptin appendage (human). inhibition, % at 10 µM. FITC-arrestin peptide / GST-AP2 beads; AP2 beta2 appendage carries R879A mutation;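 active = inhibition above a set limit, near 3 SD of compounds lacking own fluorescence, cut at about 54% in these data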;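 note: plate controls were DMSO wells for no effect and 5 µM unlabelled arrestin peptide for full effect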
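System: GST-tagged AP2 beta2-adaptin appendage (R879A) on 4 µm glutathione beads / Reagent: FITC-arrestin peptide, 50 nM / Detection: HyperCyt-sampled flow cytometry, FL1 channel, ex 488/em 535 nm / Timing: 12 min plus 1 h, RT / Buffer or medium: PBS plus Tween 20 (0.05%) and BSA (0.1%)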
MOR-DOR inv ag = inverse agonists of MOR-DOR heterodimerization, primary screen, cell-based, luminescence. Mu-type opioid receptor (Homo sapiens) + Delta-type opioid receptor (Homo sapiens), …. cell-based MOR-DOR heterodimer luminescence, inverse agonism. inhibition, % at 9.3 µM. hit rate 0.21% among 340,000; in the data active = inhibition above about 22%, passing the limit was not always enough;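 note: 0% = cells with DMSO and 100% = wells without cells with DMSO; values of inactives mirror those of a sister screen read the other way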
Target sequence (P35372 whole entry, looked up): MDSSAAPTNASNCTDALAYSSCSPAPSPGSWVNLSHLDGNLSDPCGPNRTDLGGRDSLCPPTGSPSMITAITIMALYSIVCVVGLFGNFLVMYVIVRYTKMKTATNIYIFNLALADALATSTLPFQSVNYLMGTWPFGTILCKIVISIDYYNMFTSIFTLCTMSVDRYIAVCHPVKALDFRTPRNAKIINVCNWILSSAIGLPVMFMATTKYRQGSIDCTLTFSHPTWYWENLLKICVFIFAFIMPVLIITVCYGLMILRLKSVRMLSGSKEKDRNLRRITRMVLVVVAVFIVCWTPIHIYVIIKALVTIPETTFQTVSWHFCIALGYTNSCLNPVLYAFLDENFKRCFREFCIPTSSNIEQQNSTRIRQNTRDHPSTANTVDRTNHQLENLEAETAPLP
Target sequence (P41143 whole entry, looked up): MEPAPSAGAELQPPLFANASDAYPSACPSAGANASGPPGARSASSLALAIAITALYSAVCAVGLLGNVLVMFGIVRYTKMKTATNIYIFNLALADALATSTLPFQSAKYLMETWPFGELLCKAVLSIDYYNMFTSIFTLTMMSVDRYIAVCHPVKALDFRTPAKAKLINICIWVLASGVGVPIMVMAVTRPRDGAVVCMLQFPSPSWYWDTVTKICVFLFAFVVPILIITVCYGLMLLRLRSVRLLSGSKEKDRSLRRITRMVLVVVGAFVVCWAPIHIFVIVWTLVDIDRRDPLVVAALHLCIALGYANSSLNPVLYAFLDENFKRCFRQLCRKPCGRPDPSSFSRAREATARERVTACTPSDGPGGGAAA
DSG3 Ab inh = inhibitors of pemphigus antibody binding to DSG3, primary screen, biochemical, bead-based, flow cytometry, scFv-GFP; binding (percent of control), % at 10 µM; hit rate 0.48% among 310,000; DSG3-coupled beads, scFv-anti-DSG3-GFP binding; hits give low values;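 active = binding more than 3 SD below its plate's average and above zero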;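 note: hits lower antibody fragment binding to DSG3; some compounds called inactive have numbers as strong as hits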
MOR-DOR ag = agonists of OPRM1-OPRD1 heterodimerization, primary screen, cell-based, luminescence; Mu-type opioid receptor (Homo sapiens) + Delta-type opioid receptor (Homo sapiens), …; cells; activation, % at 9.3 µM; hit rate 0.3% among 340,000; in the data active = activation above about 18%;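 note: 0% = vehicle-treated cells and 100% = reference agonist; values of inactives mirror those of a sister screen read the other way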
Active calls of the source: *; . = not tested or not shown.

SMILES	PKA-R1A act	Mot1-301 SUMO	Tat export inh	E coli growth	AddAB inh	PfHsp90 set2	phage Ecoli inh	Arrestin-AP2 inh	MOR-DOR inv ag	DSG3 Ab inh	MOR-DOR ag
Cc1ccc(C(=O)NC(=S)N2CCN(c3cc(C)ccc3C)CC2)cc1	-3	-12	13	0.1	4.2	13	-0.6	-1	-10	110	1.9
Cc1nc2cc(CC(=O)O)ccc2o1	-1	7	0	0.4	0.2	-6	0.6	32	1	100	-0.2
CC1CCc2c(C(=O)NCCCN3CCOCC3)csc2C1 (stereo not drawn)	-7	8	3	-0.3	1.5	6	1.2	2	0	85	0.0
CC(C)Cn1cnc2c1c(=O)n(CC(=O)O)c(=O)n2Cc1ccccc1	-3	13	6	1.4	1.8	3	1.5	20	-7	102	0.8
Oc1ccc(-c2csc(-c3cccnc3)n2)c(O)c1	-4	45	-3	-0.6	1.2	-11	5.3	8	15	85	-2.8
O=C(NNc1c(F)c(F)cc(F)c1F)c1ccco1	0	8	-7	2.0	0.7	.	6.3	4	0	102	-0.1
Cc1c(C(=O)Nc2ccc(OCc3ccccc3)cc2)cccc1[N+](=O)[O-]	-6	7	3	-1.4	1.0	-15	3.3	-2	-77	39*	14
Cc1cccc2cc(C3CC(c4cccs4)=NN3C(=O)CCC(=O)O)c(Cl)nc12 (stereo not drawn)	-4	-13	2	-1.4	-0.7	-15	4.0	-1	4	100	-0.8
CC(=O)C(=Nc1ccccc1Cl)NNc1ccc(Cl)cc1	1	141	3	-0.1	1.7	47	4.4	8	-23	.	4.4
NC(=O)C1=C[C@H](c2csc3ccccc23)C[C@H](OCc2ccc(CO)cc2)O1	5	13	-1	1.0	4.4	-1	0.8	8	-30	101	5.4
O=C(CN1CCCC1)NCC12CC3CC(CC(C3)C1)C2	0	331	5	2.1	2.4	8	2.1	6	9	102	-1.6
CC(=O)c1cccc(NC(=O)N2CCCC2C(=O)NC2CCCC2)c1 (stereo not drawn)	-2	192	1	2.1	2.5	7	3.0	-2	-3	92	0.3

SMILES	PKA-R1A act	Mot1-301 SUMO	Tat export inh	E coli growth	AddAB inh	PfHsp90 set2	phage Ecoli inh	Arrestin-AP2 inh	MOR-DOR inv ag	DSG3 Ab inh	MOR-DOR ag
COc1ccc(Cl)cc1N(C(C)C(=O)O)S(C)(=O)=O (stereo not drawn)	-14	2	-2	1.1	1.9	7	3.3	-21	16	83	-3.3
CC(=O)Nc1ccc(-c2cn3ccsc3n2)cc1	-6	7	-3	-0.9	1.4	-18	4.3	4	9	102	-1.6
CC(=O)Nc1cccc(C(=O)OC(C(=O)c2ccc(C)c(C)c2)c2ccccc2)c1 (stereo not drawn)	-5	7	10	0.0	-1.8	.	1.9	-2	-2	107	0.3
CCOc1cc(Br)c(/C=C2/C(=O)N(C)C(=S)N2CC(=O)OC)cc1OC	0	274	-1	-2.8	2.5	23	2.5	.	7	110	-1.5
Nc1nc(SCc2ccccc2)c2ncn(C3CCCO3)c2n1 (stereo not drawn)	-15	.	-2	.	.	-2	3.3	1	7	.	-1.4
c1ccc(OCc2nnc3sc(-c4cccs4)nn23)cc1	-16	0	5	-0.2	2.8	.	1.7	17	14	102	-2.4
Cc1ccc(C2=NNC(C(O)C(O)C(O)C(O)CO)S2)cc1 (stereo not drawn)	5	-1	1	0.3	0.5	10	2.7	-6	11	98	-2.0
COc1ccc(C(OC(=O)c2c(C)noc2C)C(=O)NC2CCCC2)cc1 (stereo not drawn)	-19	18	3	-1.8	0.2	-7	-0.4	-11	-4	97	0.8
S=c1nc(C2CCCCC2)[nH]c2ccccc12	-4	150	-6	2.8	4.1	-7	1.1	2	-25	104	5.0
Cc1cc(C)nc(NC(=O)CSc2nnnn2-c2ccccc2)n1	-3	12	-5	-0.5	-0.5	-9	-0.3	-12	20	.	-3.9
COC(=O)CSc1nc2ccc(C)cc2[nH]1	3	-18	2	0.1	3.4	10	2.4	16	7	.	-1.7
COc1ccccc1-n1c(SCC(=O)Nc2cccc3ccccc23)nc(O)cc1=O	7	-13	3	-0.1	1.8	-2	1.0	3	10	102	-1.7

SMILES	PKA-R1A act	Mot1-301 SUMO	Tat export inh	E coli growth	AddAB inh	PfHsp90 set2	phage Ecoli inh	Arrestin-AP2 inh	MOR-DOR inv ag	DSG3 Ab inh	MOR-DOR ag
CCn1c(SC(C)C(=O)Nc2nccs2)nnc1-c1ccncc1 (stereo not drawn)	-5	-5	0	-0.9	-1.4	2	2.5	3	15	100	-2.9
Cc1ccc(C(=O)CCC(=O)N(C)CC(=O)Nc2c(Cl)cccc2Cl)cc1	8	14	-4	0.8	4.0	-8	-1.4	-6	-4	107	0.8
Cc1ccc(S(=O)(=O)Nc2ccc3c(c2)nc(CCN2CCCCC2)n3C)cc1	-11	-18	-1	-0.6	1.0	5	2.8	7	13	100	-2.5
O=C(c1ccccc1)c1nnc(-c2ccccc2F)o1	-13	-5	0	-0.5	1.9	.	1.2	5	4	102	-0.8
Cc1cccc(Cl)c1NNC(=O)Nc1c([N+](=O)[O-])c(C)nn1C	2	-8	1	2.3	1.8	-8	-4.8	10	6	110	-1.1
Cc1noc(C)c1S(=O)(=O)Nc1ccc(C(=O)N2CCc3ccccc3C2)cc1	1	6	-4	0.1	0.6	-14	2.3	8	-5	61	0.8
CC(O)[C@H]1CNCCN1CC1(c2ccccc2)CC1 (stereo partly drawn)	-1	8	1	1.1	3.2	7	1.6	-14	8	101	-1.4
CCN(CC)S(=O)(=O)c1cccc(NC(=O)c2cccc(S(=O)(=O)N3CCCC3)c2)c1	0	0	2	-1.1	-0.3	-11	2.3	-3	-4	107	1.0
CCc1nnc(NC(=O)CCC(=O)Nc2ccc(OC)cc2OC)s1	-5	203	1	0.3	4.0	-10	0.9	5	10	96	-1.9
CSc1nsc(SCC(=O)N2CCc3ccccc32)n1	2	7	-3	-1.6	1.2	-23	2.1	-3	18	113	-4.0
COc1nc2c(C)cccc2cc1-c1noc(-c2ccco2)n1	-4	21	7	-1.3	2.8	-59	1.4	-3	-10	111	2.5
CCCCc1nc2n[nH]c(N)c2c2c1CSC(C)(C)C2	-4	15	-3	-1.6	4.2	19	-1.0	0	12	96	-2.5

SMILES	PKA-R1A act	Mot1-301 SUMO	Tat export inh	E coli growth	AddAB inh	PfHsp90 set2	phage Ecoli inh	Arrestin-AP2 inh	MOR-DOR inv ag	DSG3 Ab inh	MOR-DOR ag
O=C(CCCC(=O)N(CC(=O)NC1CCCC1)c1ccc(F)c(Cl)c1)Nc1ccccn1	1	-13	0	-2.6	2.8	12	-0.9	-2	0	108	0.0
Cc1cc(C)c2c(N)c(C(=O)NCc3ccco3)sc2n1	13	-6	-2	2.7	0.5	10	2.1	35	6	103	-1.1
Cc1ccc(C)c(S(=O)(=O)Nc2ccc3scnc3c2)c1	-10	-14	-1	1.3	-0.3	-39	0.2	3	0	100	-0.1
COc1ccc(CNC(=O)C(c2ccc(C)cc2)N(Cc2cccs2)C(=O)c2ccc3c(c2)OCCO3)cc1 (stereo not drawn)	-22	6	11	-2.2	2.1	-9	-1.9	0	-9	98	1.6
Cc1cc(OC(F)F)ccc1NC(=O)Nc1ccc2c(c1)OCO2	4	-13	-4	1.4	0.8	-11	-0.1	-9	9	.	-1.6
O=C(Cn1cnc2c(nnn2Cc2ccccc2F)c1=O)NCc1ccco1	0	-11	-1	-1.0	2.0	-8	1.2	5	9	100	-1.8
CC(=O)N1[C@H](C)C=C[C@]1(Cc1ccccc1)C(=O)O	3	13	-15	-3.7	2.9	4	3.0	7	-3	106	0.5
COc1ccc(-n2c(-c3cccc(C)c3[N+](=O)[O-])n[nH]c2=S)cc1	-2	10	-4	-2.3	-0.4	.	2.5	2	9	.	-1.6
Cc1c(NC(=S)N/N=C\c2ccccc2O)c(=O)n(-c2ccccc2)n1C	-1	-8	-3	1.2	5.5	2	2.2	-8	7	91	-1.2
CCCCNc1ncnc2c1cnn2Cc1ccc(Cl)cc1	3	4	3	3.1	-0.1	10	2.5	-12	-8	96	1.4
Cc1c(NC(=O)c2cc3ccccc3c(=O)s2)c(=O)n(-c2ccccc2)n1C	8	240	-2	-1.3	-1.7	-34	2.5	4	17	106	-2.9
Cc1noc(C)c1Cn1nc(C(=O)O)c2ccccc2c1=O	-10	522	-2	-2.2	2.4	10	0.2	-6	9	103	-2.1

SMILES	PKA-R1A act	Mot1-301 SUMO	Tat export inh	E coli growth	AddAB inh	PfHsp90 set2	phage Ecoli inh	Arrestin-AP2 inh	MOR-DOR inv ag	DSG3 Ab inh	MOR-DOR ag
Cc1ccc(C(=O)N/N=C/c2ccc(-c3cccc(C(F)(F)F)c3)o2)cn1	3	14	-8	1.3	5.4	10	1.8	40	13	107	-2.7
O=C(Cn1ccc(C(F)(F)F)n1)NNC(=O)c1cccnc1	-2	143	-5	-0.6	0.6	10	0.2	-13	12	109	-3.6
Brc1cc(-c2ccccc2)nc(-c2ccccc2)n1	.	1	.	0.8	1.5	.	0.7	3	.	104	.
Cc1sc2ncn(CC(=O)NCC(=O)N3CCN(c4ccc(F)cc4)CC3)c(=O)c2c1C	5	-9	-3	-0.9	0.7	21	0.3	23	-4	.	0.6
C/C(=N\OC(=O)c1cccc(C(F)(F)F)c1)c1sc(-c2ccccc2)nc1C	-5	1	-3	-0.6	1.9	14	1.3	14	2	78*	-0.4
COCCn1c(SCC(=O)c2ccc3c(c2)OCCO3)nnc1-c1ccco1	-3	0	1	0.2	0.5	-16	2.9	28	10	112	-1.8
Cc1ccc(S(=O)(=O)NCC(=O)OCC(=O)NC(=O)NC2CCCC2)cc1	-6	5	-16	-1.0	3.5	-19	1.6	14	14	99	-2.6
CC(C)(C)c1n[nH]c(=S)n(/N=C/c2cccs2)c1=O	-6	-8	1	-0.9	1.4	7	2.8	7	-1	78	0.1
CCOc1ccc(C(=O)NC(=S)N(Cc2ccccc2)Cc2ccccc2)cc1	-16	20	14	1.7	-0.4	.	5.1	-6	12	100	-2.3
CC1Cc2cc(/C(O)=C3\C(=O)C(=O)N(Cc4ccncc4)C3c3ccccc3F)ccc2O1 (stereo not drawn)	-2	-16	-7	1.1	0.1	-22	-0.8	33	7	108	-1.4
Cc1ccc(N(Cc2cc3ccccc3[nH]c2=O)C(=O)c2ccco2)c(C)c1	-3	-19	-4	-0.3	1.4	-14	2.0	38	3	97	-0.5

Hits appear at their usual frequency; any-hit rate near 2.8%.
